# Assay outcomes (PubChem BioAssay)
# LGR2 inh: Drosophila LGR2 receptor signaling inhibition; AID 720647; 380,000 compounds, 0.35% hits; inhibition, % at 9.99 µM; HEK293 LGR2, CRE-luciferase, bursicon-stimulated, 4 h;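 active means drop in luminescence signal, shown as inhibition above about 50% in the replicate tests, limit read from the data, passing the limit was not always enough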;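 further: agonist challenge used bursicon conditioned medium at about half maximal strength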
# PGC1a acetyl inh: lowers PGC1a acetylation signal in U2OS cells. inhibition, % at 15.6 µM. 350,000 compounds, 0.17% hits. AID 651687. AlphaScreen anti-acetyl-lysine; with virally co-expressed GCN5 acetyltransferase;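 active means every replicate shows inhibition of at least 40%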;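 further: 0% = neutral control wells and 100% = positive control wells; some results beyond the cut were filed as inactive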
# PAX8 reporter: lowers PAX8-driven luciferase in RMG-I cells; RMG-I TPO-luciferase reporter, SteadyGlo, 24 h; inhibition, % at 12.6 µM; 360,000 compounds, 1.2% hits; AID 652154;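 active means mean replicate inhibition at least 60% with every replicate also reaching 60%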;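 further: luciferase light reporting Pax8 driven TPO promoter activity; plate controls were median of neutral control wells for no effect and mitoxantrone controls for full effect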
# FN deposit inh: fibronectin deposition inhibition | AH1F fibroblasts, Alexa488-fibronectin deposition fluorescence, overnight | 350,000 compounds, 0.086% hits | AID 743247 | inhibition, % at 12.6 µM;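 active means mean inhibition across replicates of 30% or more, regardless of how many single replicates reach that level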;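 further: positive control wells lacked labelled fibronectin entirely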
#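 Assay system: AH1F fibroblasts / Quantity: 10000 cells per well / Medium: DMEM plus 2% serum, read in PBS / Reagent: labelled fibronectin 24 nM / Dosing: single dose, pinned / Times: 1 h cell attachment, overnight exposure to compound and label / Signal: fluorescence, ex 485 nm, em 525 nm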
# EWS-Fli block: inhibitors of EWS/Fli oncoprotein transcriptional activity. A673 NR0B1-luciferase reporter, viability-normalised. inhibition, % at 12.6 µM. 350,000 compounds, 0.67% hits;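 active means mean inhibition of at least 50% after viability correction, with every replicate also passing that limit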;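 further: firefly luciferase signal divided by Alamar Blue viability fluorescence both relative to DMSO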
# S100A4 MyoIIA: inhibitors of human S100A4 binding to myosin IIA peptide; S100A4/TAMRA-MyoIIA peptide fluorescence polarization; inhibition, % at 10.7 µM; 360,000 compounds, 0.14% hits;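 active means mean inhibition of at least 70% across replicates, with every replicate also reaching that level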
# Target sequence (P26447 whole entry, looked up): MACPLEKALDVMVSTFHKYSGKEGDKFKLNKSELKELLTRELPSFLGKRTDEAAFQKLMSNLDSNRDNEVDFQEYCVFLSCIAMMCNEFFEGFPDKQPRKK
#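 Material: S100A4 monomer protein / Buffer or medium: 50 mM HEPES pH 7.2, 10 mM CaCl2, 100 mM KCl / Times: 5 min incubation before reading / Benchmarks: neutral control DMSO, positive control TFP / Reagent: labelled myosin peptide probe, 5 nM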
# ERAP1 inh: ERAP1 (human) enzyme inhibition | Q9NZ08 | recombinant ERAP1, Leu-AMC fluorescence, 60 min | inhibition, % at 10.7 µM | 340,000 compounds, 0.15% hits | AID 652197;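 active means mean replicate inhibition of at least 30%, or all replicates individually reaching that 30% level; inactive means mean below 30% and not every replicate reaching it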;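 further: 0% = neutral control wells and 100% = L-leucinethiol positive control wells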
# Target sequence (Q9NZ08 whole entry, looked up): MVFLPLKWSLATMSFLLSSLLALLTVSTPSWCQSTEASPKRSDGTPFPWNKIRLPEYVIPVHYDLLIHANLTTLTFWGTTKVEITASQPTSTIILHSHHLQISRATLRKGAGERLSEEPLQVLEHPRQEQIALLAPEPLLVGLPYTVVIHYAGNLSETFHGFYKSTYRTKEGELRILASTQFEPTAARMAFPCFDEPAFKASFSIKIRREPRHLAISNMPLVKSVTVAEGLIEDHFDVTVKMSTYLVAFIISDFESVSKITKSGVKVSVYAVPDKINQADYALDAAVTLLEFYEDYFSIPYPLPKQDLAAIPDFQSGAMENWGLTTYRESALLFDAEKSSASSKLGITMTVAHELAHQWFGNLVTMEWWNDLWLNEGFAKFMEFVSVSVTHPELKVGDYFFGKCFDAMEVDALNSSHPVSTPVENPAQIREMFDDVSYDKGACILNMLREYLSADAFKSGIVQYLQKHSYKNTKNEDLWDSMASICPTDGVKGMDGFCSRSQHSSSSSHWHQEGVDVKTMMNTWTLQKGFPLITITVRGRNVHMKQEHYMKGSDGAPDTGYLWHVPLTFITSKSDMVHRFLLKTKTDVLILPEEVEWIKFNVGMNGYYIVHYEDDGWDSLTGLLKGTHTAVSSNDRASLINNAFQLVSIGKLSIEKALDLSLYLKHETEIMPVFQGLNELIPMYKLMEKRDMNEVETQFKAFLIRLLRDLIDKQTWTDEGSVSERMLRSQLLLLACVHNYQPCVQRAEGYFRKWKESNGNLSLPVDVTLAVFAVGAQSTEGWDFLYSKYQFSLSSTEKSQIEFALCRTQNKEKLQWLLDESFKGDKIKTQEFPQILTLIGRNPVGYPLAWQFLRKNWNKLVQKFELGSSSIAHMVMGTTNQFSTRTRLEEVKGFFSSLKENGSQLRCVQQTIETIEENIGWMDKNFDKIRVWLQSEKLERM
# PglD inh: inhibitors of Campylobacter jejuni PglD acetyltransferase; purified PglD enzyme, DTNB colorimetric CoA detection; inhibition, % at 12.5 µM; 360,000 compounds, 0.098% hits; in the data active means inhibition above about 16%, passing the limit was not always enough; further: strong numbers were not always called active
# * = called active by the depositor; · = not tested or not shown; & = joins results of further samples.
SMILES,LGR2 inh,PGC1a acetyl inh,PAX8 reporter,FN deposit inh,EWS-Fli block,S100A4 MyoIIA,ERAP1 inh,PglD inh
Cc1ccc(-c2nnc(N3CCCCC3)c3ccccc23)cc1S(=O)(=O)N(C)C,10,-5,·,·,10,1,0,-3
COc1ccc(C2NC(=O)NC(C)=C2C(=O)OC2CCCC(C)C2)cc1 (centres undefined),18,·,18,-2,1,-2,0,4
O=C(C[C@@H]1C=C[C@@H](NC(=O)C2CCOCC2)[C@@H](CO)O1)NCC1CCCCC1,16,-25,·,3,-3,1,1,-2
CC1(Oc2ccc(Cl)cc2)CCN(Cc2cccn2-c2nccs2)C1 (centres undefined),-4,·,-5,-1,-1,2,5,4
CCOC(=O)c1cc(-c2ccc(OC)cc2)n[nH]1,-60,-7,-120,1,-1,-5,24,·
CCCN(CC(=O)Nc1ccc(F)c(F)c1F)C(=O)C1CC(=O)N(Cc2ccccc2)C1 (centres undefined),7,·,-2,6,-6,-5,5,-4
C[C@@H]1CCCCO[C@H](CN(C)S(=O)(=O)c2ccc(Cl)cc2)[C@@H](C)CN([C@@H](C)CO)C(=O)c2cc(NS(C)(=O)=O)ccc2O1,1,3,18,·,-13,-11,5,-3
Cc1nnc(SCC(=O)NC2CCS(=O)(=O)C2)n1Cc1ccccc1 (centres undefined),10,20,10,2,-5,-13,-3,-6
NNC(=O)c1nn(-c2ccc(Cl)cc2)ccc1=O,·,8,16,-6,·,·,·,-3
COc1cc(OCC(=O)NC(C)C)cc2c1C(=O)O[C@@H](C)CCCC(=O)CCCCC2,3,-5,-11,3,9,5,-3,4
CCN(CCn1cccn1)C(=O)c1cc(COc2ccccc2SC)on1,-62,1,·,0,-85,-4,-1,-3
CC(NC(=O)c1ccc(CS(C)(=O)=O)cc1)c1ccc(-c2ccccc2)cc1 (centres undefined),-6,2,2,2,2,-4,1,-2
Cc1cc(C)n2cc(CSc3ncn[nH]3)nc2n1,-25,2,0,-1,5,-4,7,-2
O=C(NCC[C@H]1CC[C@@H](NC(=O)C2CC2)[C@@H](CO)O1)Nc1ccc(C(F)(F)F)cc1,5,-4,-4,-8&-4,0,-1,-1,-4
CSCCC(NS(=O)(=O)c1ccc2ccccc2c1)C(=O)O (centres undefined),-2,6,·,·,·,-3,-5,6
CSc1nc2ccc(NC(=O)C3CCCO3)cc2s1 (centres undefined),·,-10,-142,3,·,·,·,-2
Clc1nc(NCCN2CCOCC2)nc(NCc2ccccc2)n1,·,2,-15,-1,4,-2,-6,·
C=CCOc1ccc(/C(O)=C2/C(=O)C(=O)N(CCN3CCOCC3)C2c2ccc(C)cc2)cc1 (centres undefined),·,3,5,2,·,·,·,-4
C[C@@H]1CN([C@H](C)CO)S(=O)(=O)c2ccc(C#CC3CC3)cc2O[C@@H]1CN(C)C(=O)CC1CC1,0,0,·,3,-4,11,-1,1
COc1cccc(-c2nc(CCl)cs2)c1,20,0,-20,-9,-36,3,-3,7
Cc1cnn(C(=O)Cn2nc(C(F)F)c(Br)c2C)c1,-3,-13,10,-11,-4,-5,3,-1
CCCC(C)C(=O)Nc1cccc(NC(C)=O)c1 (centres undefined),·,-4,-8,0,·,·,·,-1
COc1cccc2c(=O)n(CC(=O)NC3CCCCC3)ccc12,0,-8,-12,-3,-7,-1,6,-2
COc1ccc(/C=N/NC(=O)Cc2ccc(Cl)cc2)cc1OC,-16,·,6,7,-10,6,0,·
Cc1cccc(OCc2nnc(SCC(=O)N(C)C3CCCCC3)o2)c1,15,·,-14,4,-5,0,-2,0
CCCNc1nc2c(c(=O)n(C)c(=O)n2C)n1Cc1cccc(C)c1,6,·,·,·,9,5,1,·
O=C(CCCCn1c(=O)c2ccccc2n(Cc2ccccc2)c1=O)NC1CCN(Cc2ccccc2)CC1,-2,-19,16,-8,19,2,0,8
C[C@H]1CN([C@@H](C)CO)C(=O)c2cc(-c3ccccc3F)cnc2O[C@@H]1CN(C)C(=O)NC1CCCC1,-11,·,-4,-21,-14,-22,1,0
O=C(Nc1ccccn1)c1ccc2c(c1)OCO2,-29,9,-133,4,-59,-7,-1,-2
COc1ccc(OC)c(NC(=O)C(C#N)=Cc2ccco2)c1,-22,16,6,13,-1,1,-2,-4
COc1ccc(N2C(=O)C3CCCN3C2c2ccccc2)cc1 (centres undefined),-9,10,-12,-10,-3,-1,-1,8
C/C(=N\Nc1ccc([N+](=O)[O-])cc1[N+](=O)[O-])c1cccnc1,8,·,-5,3,4,4,1,·
COc1ccccc1OCCNC(=O)CNC(=O)c1ccc(Cl)c(Cl)c1,-7,·,29,-8,5,-2,-6,·
Cc1ccccc1OCC(=O)OCC(=O)NCc1ccc2c(c1)OCO2,21,-68,·,6,-4,0,-4,3
CCOC(=O)[C@H]1[C@H]2COc3ccc(OC)cc3[C@@H]2N2C(=O)c3cc(F)c(F)cc3NC(=O)[C@@]12C,-2,20,5,-4,-4,-4,-4,-1
Cc1ccc(OCC(=O)Nc2cc(C(=O)O)cc(C(=O)O)c2)cc1C,-29,2,48,-2,3,-6,3,-6
COc1ccc(C(=O)Nc2nc3c(s2)CCCC3)cc1S(=O)(=O)N1CCCc2ccccc21,16,·,27,19,·,·,·,0
Cn1cnc(S(=O)(=O)N2CCCCN3[C@@H](CO)[C@@H](c4ccc(C#CC5CC5)cc4)[C@@H]3C2)c1,·,5,-30,·,-3,-14,5,1
N#C[C@@H]1[C@H](c2ccccc2C2=CCCCC2)[C@H](CO)N1C(=O)c1ccccn1,8,-3,-4,-2,3,4,-1,·
CCC(=O)c1ccc(OCC(=O)OCC(=O)NCC2CCCCC2)cc1,5,9,-4,-3,5,-1,1,·
COc1ccccc1C(=O)NCCC(=O)N1CCN(S(=O)(=O)c2cccc(Cl)c2)CC1,-13,·,-4,-5,4,-9,3,-6
O=C(Nc1c(C(=O)N2CCOCC2)cnn1-c1ccccc1)c1ccc(F)cc1,-6,·,·,0,-3,-2,-4,7
COc1ccc(C2CCCN2C(=S)Nc2ccc(C)c(C)c2)cc1OC (centres undefined),-5,-2,5,5,-4,2,-3,0
O=C(Nc1ccc(OC(F)(F)F)cc1)c1ccc(-n2cncn2)nc1,1,-10,9,3,7,2,-1,·
COc1cccc(OC)c1CNC(=O)CCSCc1ccccc1F,8,0,-8,-6,1,5,-2,·
Nc1nonc1C(=O)N/N=C/c1ccc(-c2ccc(Cl)c(C(=O)O)c2)o1,-6,-2,-10,3,-7,8,-46,·
C[C@@H]1CN([C@H](C)CO)C(=O)c2cccc(NS(=O)(=O)c3ccc(F)cc3)c2O[C@H]1CN(C)S(=O)(=O)c1cn(C)cn1,4,-5,-36,·,-12,-20,-2,3
O=C(OCC(=O)N1CCN(c2ccccc2)CC1)c1cnc(Cl)c(Cl)c1,-9,·,-1,-2,-5,-5,-1,·
CCCCn1c(N)c(N(CCC(C)C)C(=O)c2ccccc2C)c(=O)[nH]c1=O,0,·,7,-4,5,-5,0,0
Cc1noc(C)c1NC(=O)Nc1ccc2c(c1)CC(=O)N([C@H](C)CO)C[C@H](C)[C@@H](CN(C)C(=O)Nc1c(C)noc1C)O2,1,-2,-25,·,-15,0,1,-3
O=C(Nc1ccc2oc(-c3cccnc3)nc2c1)c1cccnc1,·,10,-30,-5,·,·,·,-1
O=C1OCCN/C1=C\C(=O)c1ccc(Cl)cc1,-4,8,-8,-13,-1,3,0,-4
CC(C)NC(=S)N1CCn2c(nc3ccccc32)C1,1,·,-6,-1,-3,-3,-4,-6
Cc1onc(-c2c(Cl)cccc2Cl)c1C(N)=S,·,-15,-4,4,4,1,4,·
CC(C)N(C)c1ncnc2c1ncn2[C@H]1CN(C2CCCC2)C[C@@H](CO)O1,9,7,-2,-15,2,-7,2,-23
N/C(=N\OC(=O)C(c1ccccc1)c1ccccc1)c1ccncc1,9,-15,-8,2,15,-2,·,·
COc1cc(/C=C/c2nc3ccccc3c(=O)[nH]2)cc(Cl)c1O,-2,·,-33,1,4,-2,1,-6
O=Cc1c(NCc2ccc(F)cc2)c2ccccc2[nH]c1=O,4,1,4,-3,2,-2,1,3
O=C(NCc1ccccn1)Nc1ccc(Cl)cc1,-19,0,-10,-4,-23,-7,4,0
Cc1noc(C)c1NC(=O)N(C)C[C@H]1Oc2ccc(NC(=O)CCN3CCOCC3)cc2CC(=O)N([C@H](C)CO)C[C@@H]1C,28,7,·,-11,1,1,-1,1

# Reprinted at random: 4 entries already listed, in no set order.
SMILES,LGR2 inh,PGC1a acetyl inh,PAX8 reporter,FN deposit inh,EWS-Fli block,S100A4 MyoIIA,ERAP1 inh,PglD inh
O=C(NCc1ccccn1)Nc1ccc(Cl)cc1,-19,0,-10,-4,-23,-7,4,0
O=C(Nc1c(C(=O)N2CCOCC2)cnn1-c1ccccc1)c1ccc(F)cc1,-6,·,·,0,-3,-2,-4,7
O=C1OCCN/C1=C\C(=O)c1ccc(Cl)cc1,-4,8,-8,-13,-1,3,0,-4
COc1ccc(C2CCCN2C(=S)Nc2ccc(C)c(C)c2)cc1OC (centres undefined),-5,-2,5,5,-4,2,-3,0

# New compounds follow.
SMILES,LGR2 inh,PGC1a acetyl inh,PAX8 reporter,FN deposit inh,EWS-Fli block,S100A4 MyoIIA,ERAP1 inh,PglD inh
COc1cccc(-c2ccc([C@H]3[C@H](CO)N4CCCCN(CC5CC5)C[C@@H]34)cc2)c1,-11,-30,-6,·,1,127*,2,0
Cc1ccc(CNC(=O)C2CC(c3ccccc3C(F)(F)F)=NO2)o1 (centres undefined),7,1,24,-2,0,-7,1,-1
O=C(NCc1ccc(Cl)cc1)c1cc(=O)nc2sc(-c3ccccc3)nn12,1,3,·,·,23,5,-6,1
Cc1cc(C)nc(N2CCCC(CCC(=O)NCc3ccc(F)c(F)c3)C2)n1 (centres undefined),-3,·,9,3,-3,-3,-3,·
CCNC(=O)Nc1ccc2c(c1)C(=O)N(C)[C@H]1CC[C@@H](CC(=O)NCC3CC3)O[C@H]1CO2,5,-1,-4,-4,-2,·,·,0
O=C(CN(C(=O)CNC(=O)c1cccs1)c1ccccc1)NC1CCCCC1,5,33,1,-2,-2,-1,1,1
CCC(C)CN1C(=O)CSCC1(C)C(=O)Nc1c(C)cccc1C (centres undefined),-4,·,-17,-4,-1,5,1,·
COc1ccc(N2C(=O)CC(N(C)CCc3ccc(OC)c(OC)c3)C2=O)cc1 (centres undefined),16,-1,24,-8,1,0,-3,2
Cc1ccc(SCCNC(=O)/C=C/c2cccc([N+](=O)[O-])c2)cc1,·,3,9,-11,11,2,8,2
CC1CN(C(=O)c2ccc([N+](=O)[O-])s2)CC(C)O1 (centres undefined),-3,12,13,1,5,-2,-1,1
COc1ccc(S(=O)(=O)N2CCC(C(=O)NCCC3=CCCCC3)CC2)cc1C,15,·,·,·,6,-1,1,·
C[C@H](CO)N1C[C@H](C)[C@H](CN(C)C(=O)c2ccccc2)Oc2ncc(-c3ccc(C#N)cc3)cc2C1=O,-26,7,·,-4,1,5,3,0

# Entries shown so far that have an NH in an aromatic ring (5):
SMILES,LGR2 inh,PGC1a acetyl inh,PAX8 reporter,FN deposit inh,EWS-Fli block,S100A4 MyoIIA,ERAP1 inh,PglD inh
CCOC(=O)c1cc(-c2ccc(OC)cc2)n[nH]1,-60,-7,-120,1,-1,-5,24,·
Cc1cc(C)n2cc(CSc3ncn[nH]3)nc2n1,-25,2,0,-1,5,-4,7,-2
CCCCn1c(N)c(N(CCC(C)C)C(=O)c2ccccc2C)c(=O)[nH]c1=O,0,·,7,-4,5,-5,0,0
COc1cc(/C=C/c2nc3ccccc3c(=O)[nH]2)cc(Cl)c1O,-2,·,-33,1,4,-2,1,-6
O=Cc1c(NCc2ccc(F)cc2)c2ccccc2[nH]c1=O,4,1,4,-3,2,-2,1,3
